# ERG-DNA inh: inhibitors of human ERG Ets domain-DNA interaction. actives 0.028% (n = 370,000). Potency, µM (top dose mostly 76.9 µM), without a hit: at the top dose FP activity, negative = inhibition, usual class: inhibitors. fluorescence polarization, His-ERG Ets domain / labelled DNA. AID 624246. P11308; active means well fitted inhibition curve with a large enough effect in the polarisation, with a control signal flat; inconclusive means small, poorly fitted or top-dose-only effect, or effect the other way, or a change in a side signal; inactive means no such curve, though single readings can be large or run the other way; the % refers to the polarisation;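 further: polarization taken with two DNA probes labelled with fluorescein and Texas red; % of control where 0% means no effect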
# Target sequence (P11308 whole entry, looked up, the tested form may be a part): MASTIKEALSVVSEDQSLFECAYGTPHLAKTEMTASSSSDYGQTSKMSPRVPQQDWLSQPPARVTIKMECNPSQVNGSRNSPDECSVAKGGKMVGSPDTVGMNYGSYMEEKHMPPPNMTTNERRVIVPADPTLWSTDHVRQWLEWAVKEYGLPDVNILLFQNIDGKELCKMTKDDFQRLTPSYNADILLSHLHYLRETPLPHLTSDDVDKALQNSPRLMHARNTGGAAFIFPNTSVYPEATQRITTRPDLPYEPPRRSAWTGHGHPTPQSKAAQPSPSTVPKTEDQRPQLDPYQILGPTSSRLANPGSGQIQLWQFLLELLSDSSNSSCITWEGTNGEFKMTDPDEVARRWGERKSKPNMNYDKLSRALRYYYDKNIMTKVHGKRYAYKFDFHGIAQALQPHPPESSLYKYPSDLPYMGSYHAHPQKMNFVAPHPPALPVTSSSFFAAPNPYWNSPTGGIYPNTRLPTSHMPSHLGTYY
#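 His-tagged ERG Ets domain (1 uM in the protein solution; 300mM KCl, 50mM Tris-HCl, 1mM EDTA, 1mM DTT, pH 7.5) received compound, then a probe mix of 5 nM fluorescein-DNA and 100nM Texas-615-DNA. Fluorescence polarization was read for both dyes.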
# HP1b binding inh: inhibitors of HP1-beta chromodomain binding to methylated histone tails; P83916; AlphaScreen HP1-beta / biotin-H3K9me3 peptide binding; Potency, µM (series often up to 114 µM), inactives show top-dose activity change, negative = inhibition, hits mostly inhibitors; actives 0.56% (n = 390,000); further: nearly all actives have a fitted effect of over 70% in size; inactives centre near 23
# Target sequence (P83916 whole entry, looked up): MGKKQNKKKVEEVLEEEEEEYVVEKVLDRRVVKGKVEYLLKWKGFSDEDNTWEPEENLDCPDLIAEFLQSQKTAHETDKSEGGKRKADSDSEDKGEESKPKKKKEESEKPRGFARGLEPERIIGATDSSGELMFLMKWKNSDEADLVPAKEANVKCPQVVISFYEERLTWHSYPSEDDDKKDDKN
#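 Compound inhibition of the preformed complex between 50 nM HP1-beta and 50 nM biotinylated H3K9me3 peptide was read by AlphaScreen. Buffer was PBS pH 7.4 with 0.01% Tween-20. Incubations ran 30 min at room temperature, with 10 ug/mL donor/acceptor beads.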
# Tb PGK inh: blocks T. brucei phosphoglycerate kinase | AID 602233 | Potency, µM (series often up to 57.5 µM), inactives show at the top dose activity change, negative = inhibition, usual class: inhibitors | P07378 | PGK/GAPDH coupled, Kinase-Glo luminescence, 60 min | actives 0.043% (n = 380,000); further: on the % scale 0 is the no-effect control and ±100 the full control effect; nearly all actives have a fitted effect of over 60% in size
#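 Recombinant glycosomal PGK reaction used 1,3-bisphosphoglycerate generated in-well by GAPDH (100nM final) in 100mM TEA pH 7.6, 5mM MgCl2, 0.01% Tween-20. After 60 minutes at room temperature, ATP was read by Kinase-Glo Plus luminescence end-point.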
# rTrxR1 inhibitor: blocks rat thioredoxin reductase 1. O89049. recombinant rTrxR1, NADPH fluorescence consumption, selenite substrate. Potency, µM (titrated, usually from 114 µM), for the others: at the highest dose activity change, negative = inhibition, hits mostly inhibitors. actives 1% (n = 390,000). AID 588453; further: on the % scale 0 is the no-effect control and ±100 the full control effect; nearly all actives have a fitted effect of over 65% in size
#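 Rat TrxR1 (90 nM in the dispensed reagent) was pre-reduced with 400 uM NADPH for 5 min at room temperature, then incubated with compound for 15 min. After 400 uM selenite was added, NADPH fluorescence (Ex 340/Em 450 nm) was followed for 8 min.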
# Pin1 inhibitor: human Pin1 inhibition | Pin1 FP peptide displacement, HiFluor488, 10 min | Q13526 | actives 0.009% (n = 390,000) | Potency, µM (series often up to 115 µM), inactives show top-dose activity, negative = inhibition, actives largely listed as inhibitors; active means well fitted inhibition curve with a large enough effect in the polarisation, with a control signal flat, not every such curve was filed as active; inconclusive means small, poorly fitted or top-dose-only effect, or effect the other way, or a change in a side signal; inactive means no such curve, though single readings can be large or run the other way; the % refers to the polarisation; further: on the % scale 0 is the no-effect control and ±100 the full control effect
# Target sequence (Q13526 whole entry, looked up): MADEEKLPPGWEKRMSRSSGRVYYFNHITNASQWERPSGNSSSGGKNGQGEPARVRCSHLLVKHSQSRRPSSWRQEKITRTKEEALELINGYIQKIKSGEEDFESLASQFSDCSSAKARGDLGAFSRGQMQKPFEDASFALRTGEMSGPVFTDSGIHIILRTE
# GLS inh: inhibitors of human glutaminase (GLS) | O94925 | GLS enzymatic activity, qHTS titration | Potency, µM (series often up to 45.5 µM), for inactives: at the top dose activity change, negative = inhibition, usual class: inhibitors | actives 0.21% (n = 410,000) | AID 624170; further: on the % scale 0 is the no-effect control and ±100 the full control effect
#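 Coupled fluorescence readout: glutamate oxidase/HRP/Amplex Red detect glutamate formed by hKGA from L-glutamine (1 mM solution added). Buffer 45 mM KH2PO4 pH 8.2, 0.02% Tween-20; reads at t0 and 30 min RT.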
# ALOX12 inh: inhibitors of human 12S-lipoxygenase ALOX12. P18054. purified 12hLO, xylenol orange hydroperoxide absorbance. Potency, µM (highest dose often 108 µM), inactives show top-dose activity change, negative = inhibition, most hits filed as inhibitors. actives 1.1% (n = 580,000); further: on the % scale 0 is the no-effect control and ±100 the full control effect
#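 Hydroperoxide product was detected by ferrous iron/xylenol orange as the 573 to 405 nm absorbance ratio. Arachidonic acid at 40 uM (final) was turned over for 30 min at room temperature by 150 nM human 12hLO, pH 7.0 Hepes buffer, after 15 min compound preincubation.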
# JMJD2A Tudor: blocks the human JMJD2A Tudor domain. actives 4.4% (n = 390,000). Potency, µM (top dose mostly 114 µM), for the others: at the top dose activity change, negative = inhibition, hits mostly inhibitors. O75164. AlphaScreen JMJD2A-Tudor / H3K4me3 peptide binding; further: on the % scale 0 is the no-effect control and ±100 the full control effect; nearly all actives have a fitted effect of over 50% in size
# RGS4 inh: human RGS4 inhibition; P49798; Transcreener GDP fluorescence polarization, RGS4-accelerated GTP hydrolysis; Potency, µM (doses to about 114 µM), without a hit: at the top dose activity change, negative = inhibition, hits mostly inhibitors; actives 0.039% (n = 390,000); AID 504845; further: on the % scale 0 is the no-effect control and ±100 the full control effect; nearly all actives have a fitted effect of over 75% in size; some results filed as inactive show a strong effect at the top dose
# Target sequence (P49798 whole entry, looked up): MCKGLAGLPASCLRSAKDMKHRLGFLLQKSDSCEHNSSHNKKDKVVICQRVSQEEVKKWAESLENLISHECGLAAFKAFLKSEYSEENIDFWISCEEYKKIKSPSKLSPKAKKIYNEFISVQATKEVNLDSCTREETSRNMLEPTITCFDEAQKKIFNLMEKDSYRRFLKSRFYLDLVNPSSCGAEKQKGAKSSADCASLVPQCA
#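 MLSMR compounds (23 nl, pin-transferred) preincubated 10 min at room temperature with a 500nM (2x) first reagent, then RGS4 at 900nM (2x) plus Transcreener GDP mix added; fluorescence polarization (620/688 nm) read before and after 90 min at 30 °C.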
# * = called active by the depositor; i = inactive; ? = inconclusive; . = not tested or not shown; [ ] = another dose, or the depositor's remark. Unless noted, the call rests on the fitted dose curve; in most records, active means well fitted curve in the direction sought with a large enough effect; inconclusive means small, poorly fitted or top-dose-only effect, or another doubt; inactive means no such curve, though single readings can be large; an effect the other way counts as inactive or inconclusive. Potency means the concentration at half of the fitted maximal effect.
SMILES,ERG-DNA inh,HP1b binding inh,Tb PGK inh,rTrxR1 inhibitor,Pin1 inhibitor,GLS inh,ALOX12 inh,JMJD2A Tudor,RGS4 inh
CCn1c2ccccc2c2nnc(SCC(=O)Nc3c(C)n(C)n(-c4ccccc4)c3=O)nc21,2%,18%,-1%,-18%,?,2%,21%,-16%,9%
CCOC(=O)C1CCN(C(=O)C2CCN(C(=O)c3ccc([N+](=O)[O-])cc3)CC2)CC1,11%,12%,i,-8%,-6%,6%,.,-9%,0%
Cn1cnc(S(=O)(=O)N2CCN(c3ccc(F)cc3)CC2)c1,-1%,12%,i,19%,-1%,4%,?,-11%,10%
Cn1c(-c2ccc(Cl)nc2)nc2cc(Cl)ccc21,-11%,39%[activator],-1%,27%[57.1 µM],-2%,-9%,3%,-4%,3%
O=C(COc1ccc2c(c1)oc(=O)c1ccccc12)NC(Cc1ccc(Cl)cc1)C(=O)O (centres undefined),5%,-6%,-8%,1%,-8%,-1%,-13%,-25%,0%
Cc1ccc(-n2c(=O)c3ccc(C(=O)NCc4ccco4)cc3n(CC(=O)Nc3ccc(C)c(F)c3)c2=O)cc1,-1%,22%,-9%,15%,9%,2%,-24%,-15%,?
CCN(CC)CC(=O)Nc1sc2c(c1C(=O)c1ccccc1C)CCC2,9%,1%,-4%,16%[57.1 µM],-2%,-16%,0%,-21%,8%
COc1ccc(C(=O)NCCCn2nc(C)cc2C)cc1S(=O)(=O)N1CCOCC1,-1%,38%,1%,4%,4%,3%,-4%,-5%,-3%
CN1CCN(C(=O)c2cccc(COc3cc(Cl)ccc3Cl)c2)CC1,-6%,-9%,-7%,16%,-11%,-7%,-2%,-28%,24%
CCS(=O)(=O)N1CCCC(C(=O)NCCN2CCC(Cc3ccccc3)CC2)C1 (centres undefined),14%,17%,i,-11%,2%,0%,1%,-15%,26%
FC(F)(F)c1cnc(C(c2ccccc2)c2ncn[nH]2)c(Cl)c1 (centres undefined),-4%,23%,1%,1%,-7%,8%,-2%,-10%,4%
COC(=O)CSc1nc(N)c(C#N)c(CC(C)C)c1C#N,6%,48%[activator],-1%,?,5%,3%,-7%,-8%,13%
CCCCS(=O)(=O)N1C2=NC(C(=O)OC)=C(C(=O)OC)[C@@H]3N(C)c4ccc(OC)cc4[C@]23C[C@H]1C(=O)OC,6%,?,-3%,-10%,3%,14%,.,?,-23%
Clc1ccc(C2[C@H]3CN(Cc4cccnc4)[C@H](c4ccccc4)C34CC2(c2ccccc2)C4)cn1 (some centres undefined),-16%,35%,-9%,9%,43%[activator],-2%,-12%,-33%,-32%
Cc1cc(Br)ccc1OCC(=O)NNC(=O)c1ccc(NC(=O)C2CC2)cc1,.,17%,-4%,-4%,-7%,10%,-5%,-19%,27%
O=C(NC1CCCCCCC1O)c1ccccc1 (centres undefined),.,40%[activator],-2%,7%,-2%,1%,0%,-11%,-42%
O=C(Cc1csc(N2CCOCC2)n1)N/N=C/c1ccc(Cl)cc1Cl,-7%,-10%,-2%,-8%,2%,-5%,?,?,-1%
CC(C)=CC(=O)OCc1csc(CC(=O)Nc2ccccc2C)n1,10%,63%[activator],i,1%,10%,-10%,0%,-14%,-26%
CCc1ccc(NC(=O)CC2C(=O)N(c3ccc(OC)cc3)C(=O)N2CCOC)cc1 (centres undefined),4%,26%,-6%,17%,-8%,-5%,7%,0%,-1%
CCc1ccc(NC(=O)Cn2nnc(C(=O)NCc3ccc(OC)cc3)c2N)cc1,3%,2%,-2%,6%,-4%,-1%,11%,-26%,-5%
Clc1ccc(OCCOCCOc2cccc3cccnc23)c(Br)c1,-2%,75%[activator],-4%,17%,-1%,-2%,18%,1%,11%
CC1=C(C#N)C(c2ccc(O)cc2)C2=C(CCCC2=O)N1 (centres undefined),-6%,3%,-4%,-17%,-8%,0%,15%,-1%,21%
Cc1ccc(-c2csc3ncnc(SCC(=O)O)c23)cc1,-14%,17%,-4%,16%,-1%,-20%,?,2%,-17%
COc1ccc(CNC(=O)CCC2N=C3c4ccccc4N=C(SCC(=O)NCC4CCCO4)N3C2=O)cc1 (centres undefined),9%,53%[activator],i,5%,-1%,-22%,0%,-5%,-44%
COC(=O)Nc1ccc(C)c(NC(=O)OC)c1,5%,13%,-5%,11%[57.1 µM],-2%,0%,2%,-17%,-2%

# Further records
SMILES,ERG-DNA inh,HP1b binding inh,Tb PGK inh,rTrxR1 inhibitor,Pin1 inhibitor,GLS inh,ALOX12 inh,JMJD2A Tudor,RGS4 inh
CC1Cc2ccccc2N1C(=O)COC(=O)c1ccccc1NCCO (centres undefined),1%,74%[activator],-4%,32%[57.1 µM],3%,8%,-2%,8%,-37%
C[C@H](CCC(=O)NCC(=O)O)[C@H]1CC[C@H]2C3[C@H](O)C[C@@H]4C[C@H](O)CC[C@]4(C)[C@H]3C[C@H](O)[C@]12C (some centres undefined),-14%,41%[activator],12%,10%,7%,-2%,-10%,1%,3%
CS(=O)(=O)c1cccc(S(=O)(=O)N2CCCCCC2)c1,-1%,22%,-1%,-5%,-2%,-5%,3%,-10%,-20%
CN(C)S(=O)(=O)c1cccc(NC(=O)CN2C(=O)NC3(CCc4ccccc4C3)C2=O)c1 (centres undefined),10%,19%,-1%,18%,3%,-7%,3%,-6%,16%
CC(=O)NNc1nc(-c2ccc(NC(C)=O)cc2)cs1,3%,32%,i,4%,9%,30%,3%,-12%,19%[11.4 µM]
CCOC(=O)C1CCN(c2cc(=O)n(Cc3ccc(F)cc3)c(=O)[nH]2)CC1,-5%,24%,2%,?,-3%,1%,15%,-18%,-10%
COC(=O)C1C(=O)C2=C(CC1C)NC(C)=C(C(=O)OCc1ccc(OC)cc1)C2c1ccc(C)o1 (centres undefined),-6%,-6%,-3%,?,20%,-4%,-8%,-26%[57.1 µM],-29%[56.9 µM]
COc1ccc(N2CCN(S(=O)(=O)c3ccc4c(c3)OCCO4)CC2)cc1,11%,-4%,-4%,40%[activator][57.1 µM],-6%,3%,-13%,-33%,-15%
CCN(CC(=O)NCc1ccc(Cl)cc1)C(=O)CCOc1ccccc1C,-3%,13%,i,5%,-4%,3%,0%,-11%,-15%
CCOC(=O)c1c(C)n(-c2ccccc2)c2ccc(OC(=O)c3ccccc3NC(=O)C(C)(C)C)cc12,0%,12%,i,-4%,-1%,6%,?,-20%,-2%
Cc1c(N2C(=O)c3ccc4c5c(ccc(c35)C2=O)CC4)c(=O)n(-c2ccccc2)n1C,0%,?,?,-6%,?,?,.,?,-26%
Cc1ccc(-c2cc3c(n2-c2ccc(C(=O)O)cc2)CCCC3=O)cc1,1%,6%,-5%,13%,-12%,8%,-30%,-27%,8%
Cc1ccc(S(=O)(=O)NN2C(=O)c3ccccc3NC2c2ccccn2)cc1 (centres undefined),10%,65%[activator],3%,12%[57.1 µM],-4%,-3%,4%,-6%,-11%
Fc1ccc(NC(=S)NC2CC3CCCC(C2)N3Cc2cccs2)cc1 (centres undefined),0%,5%,3%,12%,-1%,0%,-5%,-13%,29%
O=C(Nc1ccccc1C(=O)N1CCCCC1)NC1CCCCC1,8%,-3%,-2%,19%[57.1 µM],-4%,10%,2%,79µM*,4%
CC1O[C@H](OC2C(COC3OC(CO)C(O)[C@H](O)C3O)OC(OC3CC[C@]4(C)C(CC[C@@]5(C)[C@@H]4C=C[C@]46OC[C@@]7(CCC(C)(C)C[C@H]74)C(O)C[C@@]56C)C3(C)C)C(O)C2O)C(O)C(O)C1O (some centres undefined),-4%,26%,1%,22%,9%,-4%,?,-24%,0%
CC(=O)NCCC(=O)N(C)CC1CCN(CCc2cccc(C(F)(F)F)c2)CC1,11%,23%,8%,?,2%,54%[activator],-1%,?,-38%[56.9 µM]
COc1ccc(C(=O)CSc2n[nH]c(=O)[nH]c2=O)cc1,1%,25%,-9%,12%,-5%,-2%,?,-14%,15%
CCc1ccccc1N(CC(=O)Nc1cccc(N(C)S(C)(=O)=O)c1)S(C)(=O)=O,-7%,-1%,.,-10%,6%,4%,4%,-4%,4%
COc1ccc(C)c(NC(=O)C2CC(=O)NC3=C2C(=O)CCC3)c1 (centres undefined),-4%,4%,-2%,11%,3%,0%,66%[activator],4%,3%
O=C(OCCN1CCCCC1)c1ccccc1Cl,-1%,17%,1%,4%,-2%,3%,55%[activator],-12%,-2%
O=C(CCS(=O)(=O)c1ccc(Br)cc1)Nc1ccccn1,-11%,12%,-14%,45µM*,-2%,14%,-29%,6%[57.1 µM],-12%

# Part of the list above with just RGS4 inh, ALOX12 inh and GLS inh.
Molecule	RGS4 inh	ALOX12 inh	GLS inh
CC1=C(C#N)C(c2ccc(O)cc2)C2=C(CCCC2=O)N1 (centres undefined)	21%	15%	0%
Cc1ccc(-c2csc3ncnc(SCC(=O)O)c23)cc1	-17%	?	-20%
COc1ccc(CNC(=O)CCC2N=C3c4ccccc4N=C(SCC(=O)NCC4CCCO4)N3C2=O)cc1 (centres undefined)	-44%	0%	-22%

# Only part of the results is shown; the hit share may differ from the screen's.
